# Bioassay records (PubChem BioAssay)
# Ecoli WT growth: blocks growth of wild type E. coli BW25113; E. coli BW25113 growth inhibition, OD600; inhibition, % at 10 µM; 0.05% of 20,000 active; in the data active means inhibition above about 40%;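 further: bacteria exposed to compound for 20 hours at 37 °C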
#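 Material: bacterial strain in a whole-cell growth screen; Amount: inoculum from a 1:1000 dilution of a 1.5 h subculture; Buffer or medium: LB plus kanamycin 50 µg/mL; Dosing: one dose, 10 µM final; Times: compound exposure of 20 h at 37 °C; Measured by: absorbance at 615 nm as a measure of bacterial growth.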
# An asterisk follows results filed as active; & = joins results of further samples. Some of the compounds tested, so the mix of outcomes need not match the whole.
compound	Ecoli WT growth
O=C(NCC(=O)N(Cc1cccs1)C(C(=O)NC1CCCC1)c1ccncc1)c1ccco1 (stereo not given)	2
Cc1cc(C(=O)NCc2ccccc2F)cs1	-10
COc1cc(OC)c(NC(=O)c2ccco2)cc1Cl	-10
CCN1CCN(C(=O)c2cn(CCOC)c(=O)c3c2c2ccccc2n3C)CC1	4
Nc1cc(C(=O)O)ccc1Nc1ccc(F)c(F)c1	12
O=C(c1cccc(COc2ccc(Cl)cc2Cl)c1)N1CCN(c2ccccn2)CC1	-11
CCOC(=O)c1ccc(-n2c(C)nc3c(cnn3-c3ccccc3C)c2=O)cc1	11
O=C(c1ccc(Cl)c(Cl)c1)N1CCOCC1	8
Cc1ccc(-c2nc(-c3cccnc3)no2)c(C)c1	4
CCC(C)c1cc(S(=O)(=O)N2CCOCC2)ccc1OC (stereo not given)	-27
CC(C)CCNC(=O)C(c1cccs1)N(CC1CCCO1)C(=O)Cn1nnc2ccccc21 (stereo not given)	-2
COc1ccc(C2=CC(c3ccc(OC)c(OC)c3)n3nnnc3N2)c(OC)c1 (stereo not given)	-22
COc1cc(NC(=O)NC(C)(C(F)(F)F)C(F)(F)F)cc(OC)c1OC	-6
Cc1ncoc1C(=O)Nc1cccc(Cl)c1C	9
Cn1c(=O)c(C(=S)NC(=O)C2CC2)c(N)n(Cc2ccccc2)c1=O	-5
O=S(=O)(Nc1cccnc1)c1ccc(Cl)c(C(F)(F)F)c1	-1
Cc1nn(C(C)(C)C)c(OC(=O)c2cccs2)c1S(=O)(=O)c1ccccc1	-19
COc1nc(N)nc(NC23CC4CC(CC(C4)C2)C3)n1	5
CCN(CC)CCN1C(=O)c2oc3ccccc3c(=O)c2C1c1cccc(Br)c1 (stereo not given)	-15
O=C1NCCCc2c1no[n+]2[O-]	-9
CCCC1(C(=O)OC)NC(c2cc(OC)c(OC)c(OC)c2)C2C(=O)N(CC)C(=O)C21 (stereo not given)	21
Cn1c(=O)c2cn3ncccc3c2n(C)c1=O	-11
O=C1c2ccccc2C(=O)N1c1nc2nccc(-c3ccccc3)n2n1	-20
O=C(Cc1ccccc1)Nc1ccc2oc(-c3cccnc3)nc2c1	6
CCOc1ccc(S(=O)(=O)Nc2ccccc2C(=O)Nc2ccccc2N2CCOCC2)cc1	-2
NC(=O)N1c2ccccc2C=Cc2ccccc21	-1
CN(C(=O)c1ccccc1)c1nc2ccccc2s1	-25
CCCCN(CCCC)CCn1cnc2c([nH]c3ccc(OC)cc32)c1=O	3
O=C(NCCN1CCCCCC1)c1ccc(N2CCCC2=O)cc1	1
CCOc1ccc(-c2cn(S(=O)(=O)c3cccc4nsnc34)nc2N)cc1	-7
CCOc1ccc(NC(=O)CN2CCN(CC(=O)Nc3ccc(F)c(F)c3)CC2)cc1	1
COCC(C)NC(=O)c1ccccc1OC(C)=O (stereo not given)	-18
O=C(OCCCN1CCCC1)C1(c2ccccc2)CCCC1	7
COC(=O)c1ccc(C(=O)OC)c(NC(=O)CSc2nnc(-c3ccccc3Cl)o2)c1	-24
Cc1ccc(CNC(=O)CSc2nc(C)cc(C)c2C#N)cc1	-28
COc1ccc(OC)c(S(=O)(=O)N(C)CC(=O)N2CCc3ccccc3C2)c1	-20
CCOc1ccccc1NC(=O)N1CCCC1C(=O)Nc1nnc(CC)s1 (stereo not given)	-3
COc1cccc(-c2noc(CCC(=O)NC3CCCCC3)n2)c1	-3
O=c1c2ccccc2nc(SCc2cc(F)cc3c2OCOC3)n1Cc1ccco1	-18
CC1=C(C#N)C(c2ccoc2)C(C(=O)OCc2ccccc2)=C(N)S1 (stereo not given)	-3
Cc1ccc(Cc2c(C)nc3c(C(=O)O)cnn3c2C)cc1	5
CC(C)Cn1c(CN2CCCCC2C)nc2c1c(=O)n(C)c(=O)n2C (stereo not given)	-1
COC(=O)c1ccccc1NC(=O)Nc1ccc(C(=O)N2CCCC2)cc1	-2
CCCCOc1cc(C(=O)NCCN(CC)CC)c2ccccc2n1	8&-6
Clc1ccc(SCCn2cncn2)cc1	-19
O=C(NCC1CCCO1)c1cccc(N2C(=O)C3C4C=CC(C4)C3C2=O)c1 (stereo not given)	6
Cn1c(=O)n(C)c2cc(NC(=O)c3cc4ccccc4o3)ccc21	-20
Cn1c(CNc2ccc(Cl)cc2)nc2ccccc21	-1
COc1ccc(S(=O)(=O)N2Cc3ccccc3CC2C(=O)Nc2ccc(O)cc2)cc1OC (stereo not given)	1
CCN1C(=O)Cc2cc(S(=O)(=O)N3CCOCC3)ccc21	4

# Additional entries follow.
compound	Ecoli WT growth
Cc1cc(C)cc(OC(=O)N2CCOCC2)c1	-10
CCC(=O)c1ccccc1OCCSc1nc(C)cc(=O)[nH]1	-18
Cc1ccc(SCc2cc(=O)n3[nH]cnc3n2)cc1	-32
CCOC(=O)C1CCN(C(=O)C2CCCCC2)CC1	-9
O=C(CNC(=O)c1ccco1)NCC(=O)OCc1ccccc1Br	-10
CCOC(=O)C1CCCN(Cc2nc(N)nc(Nc3ccc(Cl)cc3)n2)C1 (stereo not given)	-20
CC(C)Oc1ccccc1-c1nc(SCC(=O)O)n[nH]1	-29
O=C(NCc1ccco1)C1CN(S(=O)(=O)c2ccccc2)CCN1S(=O)(=O)c1ccccc1 (stereo not given)	-21
CCCOC(=O)C1[C@H]2C(=O)N(CCCOC)C[C@]23C=C[C@H]1O3 (stereo not given in full)	4
O=C(NCSC1=NCCS1)c1ccccc1	-16
O=c1[nH]c(=O)n(Cc2ccco2)c2c1C(C(F)(F)F)(C(F)(F)F)N=C(C1CCCCC1)N2	-11
CC1(C)Cc2c(sc3ncnc(N)c23)CO1	0
CN(C)CC(=O)Nc1cc(C(F)(F)F)ccc1Cl	-20
O=C(NCCCN1CCN(c2cccc(Cl)c2)CC1)c1ccc(N2CCCC2=O)cc1	7
CCOC(=O)C1CCN(C(=O)c2cccc(NC(=O)C(CC)CC)c2)CC1	-18
CC(=O)Nc1ccc(Oc2cc(C#N)c(C#N)cc2N2CCCCCC2)cc1	-2
O=S(=O)(NC1CCCC1)c1ccc(S(=O)(=O)N2CCc3ccccc32)cc1	4
CN(C)Cc1cn(CCC(=O)O)c2ccccc12	1
COC(=O)C1CCN(C(=O)C23CCC(C)(C(=O)O2)C3(C)C)CC1 (stereo not given)	-20
Cc1ccc(-c2ccc(=O)n(CC(=O)NCCCN3CCCCC3C)n2)cc1 (stereo not given)	0

# Reformatted: four of the compounds above.
Cc1ccc(-c2nc(-c3cccnc3)no2)c(C)c1
  Ecoli WT growth = 4

CCC(C)c1cc(S(=O)(=O)N2CCOCC2)ccc1OC (stereo not given)
  Ecoli WT growth = -27

CC(C)CCNC(=O)C(c1cccs1)N(CC1CCCO1)C(=O)Cn1nnc2ccccc21 (stereo not given)
  Ecoli WT growth = -2

COc1ccc(C2=CC(c3ccc(OC)c(OC)c3)n3nnnc3N2)c(OC)c1 (stereo not given)
  Ecoli WT growth = -22

# Continuation.
compound	Ecoli WT growth
CCOc1ccccc1C(=O)N1CCCCC1C (stereo not given)	-4
CCN(c1ccc(OC)cc1)S(=O)(=O)c1ccc2c(c1)CCN2C(=O)CCC(=O)O	0
CC1CC(C)CN(Cc2nc3c(c(=O)n(C)c(=O)n3C)n2Cc2ccccc2Cl)C1 (stereo not given)	2
COC(=O)c1ccc(NC(=O)c2ccc(CN3CCOCC3)cc2)cc1	-14
CC(C)(C)OC(=O)NCCCCCc1nnc(SCC(N)=O)o1	-13
COc1ccc(C)cc1S(=O)(=O)NC1CCCC1	-20
Cn1cnc2c1c(=O)[nH]c(=O)n2C	2
O=C(O)CCCNS(=O)(=O)c1ccc(Br)s1	-14
COC(=O)c1c(NC(=O)CSc2nnnn2C)sc(C)c1C	-2
COc1ccc2c(c1)Cc1sc(NC(=O)c3cccs3)nc1-2	-11
O=C(c1cccc(Cl)c1)N1CCN(Cc2ccncc2)CC1	4
COc1ccc(CNS(=O)(=O)c2ccc3oc(C(=O)O)c(C)c3c2)cc1	17
COC(=O)c1ccccc1COn1c(=O)c[n+]([O-])c2ccccc21	-1
CCOc1ccc(NC(=O)Nc2cc(C)on2)cc1	-23
CCc1cc(C(=O)Cc2nc3ccccc3[nH]2)c(O)cc1O	-12
CCOCC(=O)Nc1nc2ccc(OC)cc2s1	-6
COc1ccc(NS(=O)(=O)c2ccc(SC)cc2)cc1	-20
COC(=O)c1ccc2c(c1)SC1=C(CCCC1=O)N2	-23
CC(C)N(Cc1nc(-c2ccc(Cl)cc2)no1)C(=O)c1cccs1	-27
COc1ccccc1Cc1noc(COc2cccc(C)c2C)n1	-18

# Next structures follow:
SMILES	Ecoli WT growth
COc1ccccc1-n1cnc(N)c1C(C)=O	-2
CC(C)(C)OC(=O)N1CCCC1C(=O)O (stereo not given)	4
Cn1c(=O)[nH]c(=O)c2c1nc(N1CCCCC1)n2CCSc1ncccn1	5
Cc1ccc(SCc2[nH]nc3c2C(c2ccco2)C(C#N)=C(N)O3)cc1 (stereo not given)	-18
CCOC(=O)c1oc2ccccc2c1NC(=O)COC	-2
CCc1sc(C(=O)NC2CCN(C)CC2)cc1Br	5
CCCCOc1ccc(C(=O)CCN2CCCCC2)cc1	-1
CCCc1cc(C(N)=O)c(NC(=O)c2cc(C)on2)s1	-17
C=CCN1C(=O)/C(=C2/Sc3ccccc3N2C)SC1=Nc1c(C)n[nH]c1C	-2
CCOC(=O)c1c(C)nc2ccccn12	-14
CCOc1ccc(C(=O)Cc2ccc3oc(C(=O)O)cc3c2)c(O)c1	-7
CC1CC(C)CN(c2ncnc3c2cnn3Cc2ccc(Cl)cc2)C1 (stereo not given)	-19
O=C1c2ccccc2C(=O)N1CCc1nc(-c2cccnc2)no1	-1
CN1CCN(C(=O)c2sc(=S)n(-c3ccccc3)c2N)CC1	-12
Cc1cccc(NS(=O)(=O)c2cccs2)n1	-22
Nc1nc(CSc2nc3ccccc3[nH]2)nc(N2CCOCC2)n1	-1
CC(=O)Nc1ccc(S(=O)(=O)CCC#N)cc1	0
CC(=O)Nc1cccc(NC(=O)c2ccco2)c1	-4
COc1ccc(C2CC(c3ccco3)n3ncnc3N2)cc1 (stereo not given)	-3
O=C(c1ccc(=O)[nH]c1)N(Cc1ccco1)C1(C(=O)NC2CCCC2)CCCCC1	7

# Molecules from the list above that have a CF3 group:
SMILES	Ecoli WT growth
COc1cc(NC(=O)NC(C)(C(F)(F)F)C(F)(F)F)cc(OC)c1OC	-6
O=S(=O)(Nc1cccnc1)c1ccc(Cl)c(C(F)(F)F)c1	-1
O=c1[nH]c(=O)n(Cc2ccco2)c2c1C(C(F)(F)F)(C(F)(F)F)N=C(C1CCCCC1)N2	-11
CN(C)CC(=O)Nc1cc(C(F)(F)F)ccc1Cl	-20

# (list continues)
SMILES	Ecoli WT growth
CCOc1ccc(NC(C)c2cc(Cl)ccc2O)cc1 (stereo not given)	-11
CCN(C(=O)c1cn(C)c(=O)c2cc(OC)c(OC)cc12)c1ccccc1C	1
Cc1onc(-c2ccccc2Cl)c1C(=O)Nc1cc(=O)n(C)c(=O)n1C	-19
Cc1noc(C)c1C(=O)NC(C)C1CCCO1 (stereo not given)	-18
C=CCn1c(C(C)NC(=O)CC)nc2ccccc21 (stereo not given)	-19
CC(=O)C(Sc1ncnc2c1nnn2-c1ccc(F)cc1)C(=O)N(C)C (stereo not given)	8
CCCCN1C(=O)c2ccc(C(=O)Nc3cccnc3)cc2C1=O	1
CCn1c(SCC(=O)Nc2cccc(C)c2)nc2c(c1=O)SC(C)C2 (stereo not given)	2
O=C(CCN1C(=O)C2C3C=CC(C3)C2C1=O)Nc1c(F)cc(F)cc1Br (stereo not given)	6
COc1ccc(OC)c(C(=O)c2ccc(C(=O)O)cc2)c1	-4

# 6 entries picked at random from the list so far:
SMILES	Ecoli WT growth
CCOc1ccc(NC(C)c2cc(Cl)ccc2O)cc1 (stereo not given)	-11
CC1=C(C#N)C(c2ccoc2)C(C(=O)OCc2ccccc2)=C(N)S1 (stereo not given)	-3
O=C1c2ccccc2C(=O)N1c1nc2nccc(-c3ccccc3)n2n1	-20
Cc1cc(C)cc(OC(=O)N2CCOCC2)c1	-10
Cn1c(=O)c2cn3ncccc3c2n(C)c1=O	-11
Cn1c(=O)c(C(=S)NC(=O)C2CC2)c(N)n(Cc2ccccc2)c1=O	-5

# Continued.
SMILES	Ecoli WT growth
Cc1ccc(-n2nnnc2SCC(N)=O)c(C)c1	-15
COc1cccc(C2C(C(=O)c3cc4ccccc4o3)=C(O)C(=O)N2CCN(C)C)c1OC (stereo not given)	0
CCOC(=O)N1CCN(C(=O)c2cccc(OC)c2OC)CC1	-19
Cc1csc(SCC(=O)Nc2cccc3nsnc23)n1	-19
CN(C(=O)c1c(Cl)nc2sccn12)C1CCCCC1	6
CN(C)S(=O)(=O)c1ccc(C(=O)NCc2cccs2)cc1	5
O=C(NCc1ccco1)c1ccccc1Br	3
CS(=O)(=O)Nc1ccc(C(=O)NCCC2=CCCCC2)cc1	3
O=C(CN1C(=O)c2cccc3cccc1c23)N1CCc2ccccc2C1	-16
COCCCN1C(=O)C(O)=C(C(=O)c2ccco2)C1c1ccc(Br)cc1 (stereo not given)	-2
CC(C)=CC(=O)Nc1ccc2c(c1)OCO2	-15
CS(=O)(=O)NC1c2cccc3cccc(c23)C1N1CCOCC1 (stereo not given)	3
Cc1cc2c(c(=O)o1)C(C13C=CC(CC1)C3)C(C#N)=C(N)O2 (stereo not given)	-4
CCCc1cc2c(c(NC(C)=O)n1)c(=O)oc1ccccc12	5
O=C(COC(=O)C1(c2ccccc2F)CCCC1)NC1CCS(=O)(=O)C1 (stereo not given)	7
Cc1nc(C)n(CC(O)COc2ccc3ccccc3c2)n1 (stereo not given)	1
Cc1cccn2c(=O)c3cc(C#N)c(=NC(=O)c4ccncc4)n(CCCOC(C)C)c3nc12	-15
O=C(NS(=O)(=O)c1ccc(NC(=O)C2CCCO2)cc1)c1ccccc1 (stereo not given)	-3
COC(=O)Nc1ncc(CN2C(=O)c3ccccc3C2=O)s1	-18
O=C(OCN1C(=O)c2ccccc2C1=O)c1ccc2c(=O)n3c(nc2c1)CCC3	-4
O=C(C1CCN(S(=O)(=O)c2cnc[nH]2)CC1)N1CCN(c2ncccn2)CC1	-2
